Screening data: PubChem BioAssay, National Center for Advancing Translational Sciences (NCATS)
Shiga toxin inh: blocks Shiga toxin action in Vero cells; 290,000 compounds, 9.2% hits; inhibition, % at 38.7 µM; AID 2315; Vero cells, Shiga toxin protein synthesis inhibition reporter; in the data active means inhibition mostly above about 28%, no sharp cut-off; inactive means mostly below about 43%; further: 0% is about no effect
LmPK inhibitor: LmPK (Leishmania mexicana) enzyme inhibition; 290,000 compounds, 0.37% hits; Q27686; purified LmPK, Kinase-Glo ATP luminescence, 1 h; Potency, µM (series often up to 57.5 µM), for inactives: at the top dose activity change, negative = inhibition, usual class: inhibitors; further: potency means the concentration at half of the fitted maximal effect; on the % scale 0 is the no-effect control and ±100 the full control effect
Target sequence (Q27686 whole entry, looked up): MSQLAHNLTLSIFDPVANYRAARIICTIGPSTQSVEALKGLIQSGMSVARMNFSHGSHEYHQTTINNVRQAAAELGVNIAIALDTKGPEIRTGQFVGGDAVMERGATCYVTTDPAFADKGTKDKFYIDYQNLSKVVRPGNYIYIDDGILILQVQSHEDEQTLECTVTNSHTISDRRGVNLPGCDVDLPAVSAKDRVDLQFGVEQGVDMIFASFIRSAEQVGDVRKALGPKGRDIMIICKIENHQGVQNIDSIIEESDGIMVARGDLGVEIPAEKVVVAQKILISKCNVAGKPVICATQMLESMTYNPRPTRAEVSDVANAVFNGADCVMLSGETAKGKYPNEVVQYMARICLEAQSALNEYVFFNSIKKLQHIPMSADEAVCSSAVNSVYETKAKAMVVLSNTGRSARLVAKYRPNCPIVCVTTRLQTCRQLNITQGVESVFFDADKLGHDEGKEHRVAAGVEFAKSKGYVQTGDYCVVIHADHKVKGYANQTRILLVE
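0.1 nM LmPK, 0.5 mM PEP, 0.1 mM ADP; 50 mM imidazole pH 7.2, 7 mM MgCl2, 50 mM KCl; 1 h RT. Kinase-Glo luminescence readout, normalized to no-enzyme (full inhibition) and uninhibited wells.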
Pf growth 48h: P. falciparum growth inhibition at 48 hours (one generation); Potency, µM (series often up to 28.7 µM), without a hit: at the top dose activity change, negative = inhibition, hits mostly inhibitors; 310,000 compounds, 5.9% hits; P. falciparum luciferase growth in erythrocytes, 48 h; AID 504832; further: potency means the concentration at half of the fitted maximal effect; on the % scale 0 is the no-effect control and ±100 the full control effect
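Firefly luciferase activity from engineered P. falciparum reports growth; inhibitors lower the luminescent signal. Cultures contained 2% hematocrit erythrocytes at 0.1% final parasitemia.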
HCV inh: inhibitors of hepatitis C virus infection | 340,000 compounds, 3.4% hits | Potency, µM (highest dose often 41.8 µM), for the others: top-dose activity change, negative = inhibition, actives largely listed as inhibitors | Huh7.5.1 HCVcc-Cre infection, luciferase reporter, 44 h; further: potency means the concentration at half of the fitted maximal effect; on the % scale 0 is the no-effect control and ±100 the full control effect
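After 44 h co-culture of compound, cells and HCVcc-Cre (~0.5 moi), substrate is added for 15 min at room temperature and luciferase measured over 15 sec. Cells were seeded at 1,000/well and pre-cultured 4 h.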
CHX counter: counter-screen hit for Shiga toxin inhibitors, cycloheximide. max response, %. cell reporter, cycloheximide protein synthesis inhibition counterscreen. AID 2314. 300,000 compounds, 12% hits; in the data active means max response mostly above about 13%, no sharp cut-off; inactive means mostly below about 14%; further: read at 38.3 µM for the half of the compounds with a filed dose; 0% is about no effect
TbPYK inhibitor: blocks Trypanosoma brucei pyruvate kinase | Q57TT1 | TbPYK enzyme, Kinase-Glo Plus ATP luminescence, 45 min | Potency, µM (titrated, usually from 76.8 µM), for inactives: at the highest dose activity, negative = inhibition, actives largely listed as inhibitors | 410,000 compounds, 0.12% hits; further: potency means the concentration at half of the fitted maximal effect; on the % scale 0 is the no-effect control and ±100 the full control effect; nearly all actives have a fitted effect of over 50% in size
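Quantitative HTS: titrated library compounds versus trypanosomal pyruvate kinase in TEA buffer (pH 7.2) containing KCl, MgCl2, BSA and Tween-20. Reactions were initiated with ADP, 130 uM final. Kinase-Glo Plus luminescence was read after 45 min at RT.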
Pf growth 96h: P. falciparum growth inhibition at 96 hour, primary screen for plastid delayed-death inhibitors | P. falciparum luciferase reporter growth, 96 h | Potency, µM (doses to about 28.7 µM), inactives show at the highest dose activity change, negative = inhibition, most hits filed as inhibitors | 320,000 compounds, 6.9% hits; further: potency means the concentration at half of the fitted maximal effect; on the % scale 0 is the no-effect control and ±100 the full control effect
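Compounds incubated with erythrocytes infected by luciferase-expressing P. falciparum (2% hematocrit, 0.05% parasitemia final) for 96 hours, 37 C in 5% CO2. Growth inhibition scored as decreased luciferase luminescence.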
Active calls of the source: *; u = inconclusive; x = not tested or not shown; & = joins results of further samples; ! = not confirmed by another sample; [ ] = another dose, or the depositor's remark. Unless noted, the call rests on the fitted dose curve; in most records, active means well fitted curve in the direction sought with a large enough effect; inconclusive means small, poorly fitted or top-dose-only effect, or another doubt; inactive means no such curve, though single readings can be large; an effect the other way counts as inactive or inconclusive.

Compound	Shiga toxin inh	LmPK inhibitor	Pf growth 48h	HCV inh	CHX counter	TbPYK inhibitor	Pf growth 96h
O=C(Cc1ccccc1)NCC(=O)OCC(=O)c1cccs1	-5	-3%	20%	19%	-6	2%	19%
CCOc1ccc(S(=O)(=O)NCC(=O)OCc2nnc(-c3ccccc3)o2)cc1	x	x	12%	11%	x	0%	4%
O=C(/C=C/c1ccccc1)NC(=S)Nc1ccccc1	x	-3%	18%	3%	25*	-2%	3%
O=C(Nc1ccc2c(c1)OCCO2)C1CC(O)CN1C(=O)Nc1ccccc1 (configuration not stated)	-6	-1%	1%	21%	-6	4%	3%
Cc1cc(C(F)F)n2ncc(C(=O)N3CCC(C(N)=O)CC3)c2n1	16	-2%	x	-5%	-1	0%	u
COC(=O)[C@@H](N)Cc1ccc(O)c(O)c1	x	x	u	u	x	4%&1%	9.5µM*!
CCOc1ccc(Oc2c(/C=N/NC(N)=O)c(C)nn2-c2ccccc2)cc1	-9	0%	u	-8%	-1	2%	u
Cn1cc(CNCCN2CCCCC2=O)c(-c2cccc(Cl)c2)n1	-23	-8%	2%	5%	-3	-1%	-5%
COc1ccc(-n2c(-c3ccc(Br)cc3)nc(=S)c3c2CCCC3)cc1	-4	2%	7%	4%	1	-3%	u
CCc1cc(C(=O)NNC(=S)Nc2cc(C)ccc2C)cs1	20	-1%	27%	u	5	-5%	u
Cc1nc2ccccn2c1-c1csc(Nc2ccc(C(=O)O)cc2)n1	-3	1%	u	18%	-6	-1%	u
CCCCN(CC)C(=O)c1cc2cc3ccc(Cl)cc3nc2o1	64*	1%	u	u	33*	1%	-18%
COc1ccc(NS(=O)(=O)c2ccc(NC(=O)c3ccc(CN4CCOCC4)cc3)cc2)cc1	-16	6%	15µM*	1.4µM*	8	-1%	-9%
COc1ccc(N2CCN(C(=O)C3CCN(S(=O)(=O)c4ccc(F)cc4)CC3)CC2)cc1	5	2%	-35%	-16%	-3	-10%	-13%
COc1ccc(CCC(C)NCCc2ccc(Cl)cc2Cl)cc1 (configuration not stated)	-9	-6%	u	u	-9	6%	-14%
CCOC(=O)CSc1nc2c(sc(=S)n2-c2ccccc2OC)c(=O)n1-c1ccccc1OC	-8	3%	12µM*	u	-1	-2%	11%
O=S(=O)(NCCSc1ccc(Cl)cc1)c1ccc(F)cc1	-12	1%	2%	-7%	-3	4%	193%[activator]
COc1ccc(N=C2SCC(c3ccc(C)cc3)=NN2CCO)cc1	4	-1%	51%[activator]	-7%	1	1%	-11%
CS(=O)(=O)N(CCc1ccccc1)CC(=O)N1CCc2ccccc2C1	-11	-1%	-2%	7%	-4	2%	x
CCN(CC)S(=O)(=O)c1ccc(C)c(NC(=O)Cc2ccc(S(=O)(=O)N3CCOCC3)s2)c1	-30	-1%	u	u	0	-1%	u
O=C(Cn1c(C(F)(F)F)nc2ccccc21)Nc1ccccc1N1CCOCC1	-14	-3%	x	0%	-4	1%	-5%
O=C(Cn1c(=O)c2ccccc2n(CC(=O)N2CCCCC2)c1=O)N1CCCCC1	-8	2%	8%	10%	0	4%	u
CN1C(=S)SC(/[N+]([O-])=C\c2ccccc2)C1(C)C (configuration not stated)	-9	0%	-16%	1%	4	0%	23%
Cc1cc(O)c(NC(=O)c2cc([N+](=O)[O-])ccc2Cl)cc1C	6	2%	u	-6%	14	0%	28%
COc1ccc(NC(=O)CN2CCC(C(N)=O)(N3CCCCC3)CC2)c(OC)c1	-2	2%	-24%	13%	-1	2%	0%
O=C(CCN1CCCCC1)N/N=C/c1ccc(Br)cc1	5	2%	21%	u	-4	-12%	-1%
CCCCCCCCCCCCS[C@H]1CS(=O)(=O)C[C@@H]1O	10	4%	-16%	25%	-3	-21%	4%
Cc1ccc(-n2cc(-c3ccccc3)c3c(N4CCOCC4)ncnc32)cc1	-15	-2%	-22%	u	9	-3%	u
COc1ccccc1C(=O)C1CCCN(C(=O)c2ccccc2C(C)=O)C1 (configuration not stated)	49*	-9%	-12%	2%	33*	0%	88%[activator]
Cc1cc(C(=O)C(C)Cl)c(C)n1Cc1ccco1 (configuration not stated)	-7	8%	-14%	26%	8	-8%	3%
Cc1cccc(/C=C/C(=O)c2cc(Br)ccc(=O)c2O)c1	16	5%	u	14µM*	9	-29%	x
CC(=O)c1ccc(N2CCN(C(=O)c3cc(-c4ccncc4)nc4ccc(Cl)cc34)CC2)cc1	24	0%	u	x	14*	2%	0%
CC(C)NC(=O)COC(=O)c1ccccc1CSC1=NCCS1	-8	6%	u	-24%	-3	1%	u
O=C(Cn1cnc2cc([N+](=O)[O-])ccc2c1=O)Nc1ccc(N2CCOCC2)cc1	16	-1%	65%[activator]	-3%	-3	0%	27%
N=c1c(C(=O)NCCc2ccccc2)cc2c(=O)n3ccccc3nc2n1Cc1ccco1	33	1%	2.3µM*	u	-5	-2%	56%
CCOC(=O)c1nn(-c2ccc(Cl)cc2)c2nnc(Cc3ccccc3)c(=O)n12	15	2%	-5%	-6%	8	3%	u
O=C(NCC1OCCc2ccccc21)c1cc(COc2c(F)cccc2F)on1 (configuration not stated)	49*	0%	34%[activator]	u	35*	3%	13µM*
COc1ccccc1-c1nc(COc2ccc(Cl)cc2Cl)no1	91*	3%	252%[activator]	-25%	52*	-20%	301%[activator]
CC(OC(=O)c1cc2sccc2n1C)C(=O)NCc1cccs1 (configuration not stated)	21	6%	33%[activator]	u	6	-17%	x
CCC1CCCCN1C(=O)CSc1nnc(-c2ccc(Cl)cc2)o1 (configuration not stated)	-4	14%	x	-6%	-4	1%	u
CC1CCN(C(=O)c2ccc(N3C(=O)c4ccccc4C3=O)cc2)CC1	-7	1%	18%	23%	-2	2%	11%
Cc1c2c(nc3c(C(=O)NC4CCCCC4C)cnn13)CCCC2 (configuration not stated)	-5	-3%	10%	x	-5	x	u
CCOc1ncccc1C(=O)NCCc1ccc(OC)cc1	-7	6%	-7%	0%	-4	-2%	-3%
CCOc1cc(CNc2ccccc2)cc(Br)c1OCc1ccccc1F	1	-2%	u	u	2	-1%	x
CC(Oc1cccnc1[N+](=O)[O-])C(=O)Nc1ccc(Cl)cn1 (configuration not stated)	x	x	-7%	0%	x	2%	2%
CCOC(=O)C1C(=O)CC(C)(O)C(C(=O)OCC)C1c1cccc(OC)c1 (configuration not stated)	4	-1%	7%	15%	-3	7%	18%[5.75 µM]
Cc1cc(C)c(C)c(S(=O)(=O)Nc2ccccc2C(=O)NCCCN2CCOCC2)c1C	-15	13%	u	-3%	-3	3%	-9%
COc1ccccc1-n1cnnc1SCC(=O)Nc1ncc(Cl)cc1Cl	-14	-1%	x	4%	1	-11%	-24%
Cc1cc(C)n(-c2nc3c(c(=O)[nH]c(=O)n3C)n2C)n1	25	-3%	38%[activator]	10%	-1	7%	0%
COc1ccc(CCN2C(=O)NC(NS(=O)(=O)c3ccc(NC(C)=O)cc3)(C(F)(F)F)C2=O)cc1OC (configuration not stated)	-12	1%	9%	22%	-7	1%&1%	6%
Nc1cc(-c2ccc(Cl)cc2)nn1-c1ccccc1	72*	-5%	231%[activator]	-2%	43*	2%	204%[activator]
CCNC(=O)COc1ncnc2scc(-c3ccc(F)cc3)c12	-7	-1%	-1%	-1%	-2	-4%	5%
COc1ccc(-n2c(SCC(=O)Nc3cccc(C(=O)O)c3)nnc2-c2ccco2)cc1	4	0%	6%	6%	1	-15%	u
C/C(=N\NC(=O)c1ccn(C)n1)c1ccc(NC(=O)c2cccc(F)c2)cc1	170*	-3%	62%[activator]	u	58*	1%	112%[activator]
COC(=O)c1ccccc1NC(=O)CCS(=O)(=O)c1ccc(Br)cc1	10	-2%	-31%[1.15 µM]	10%	-9	1%	u
CCOC(=O)c1cc2sccc2n1Cc1ccc(C#N)cc1	-8	1%	u	-13%	-2	-15%	-11%
CCOC(=O)NC(=O)/C(C#N)=N/Nc1ccc(F)cc1	12	0%	x	17%	4	-3%	0%
Cc1ccc(Cl)cc1NC(=O)C1C2CCC(O2)C1C(=O)O (configuration not stated)	-5	-6%	-2%	0%	-1	1%	198%[activator]
Cc1cc(C(=O)CSc2nnc3ccccn23)c(C)n1-c1ccccc1	-15	-29%	-49%	16%	1	-13%	-53%
Cc1occc1C(=O)NC(C)c1ccc2c(c1)OCO2 (configuration not stated)	-11	1%	4%	1%	-1	5%	x

Remaining list, next part.
Compound	Shiga toxin inh	LmPK inhibitor	Pf growth 48h	HCV inh	CHX counter	TbPYK inhibitor	Pf growth 96h
Cc1c(NC(=O)c2ccc(Br)o2)cccc1C(=O)O	26	3%	x	9%	14	-1%	183%[activator]
Cc1nn(CC(=O)NCc2ccccc2F)c(C)c1[N+](=O)[O-]	14	1%	3%	-2%	1	3%	20%
O=C(COC(=O)c1ccc(S(=O)(=O)N2CCCC2)cc1)NCc1ccc(Cl)cc1	-12	6%	x	24%	-3	0%	-22%
Clc1ccc2c(c1)C(N1CCNCC1)=Nc1ccccc1O2	-12	-3%	u	u	-1	2%&-2%	u
Cc1ccc(-c2ccc(=O)n(Cc3c(F)cccc3Cl)n2)cc1	10	6%	13µM*	u	20*	5%	5%
COc1cc2cc(CN(Cc3nnnn3Cc3ccco3)C3CCCCC3)c(=O)[nH]c2cc1OC	-14	16%	8.3µM*	-7%	5	2%	x
COc1ccc(-c2cc(C(=O)Nc3sc4c(c3C#N)CCCC4)c3ccccc3n2)cc1OC	-8	5%	36%[activator]	u	-3	-1%	110%[activator]

Shown with each value named: part of the list above
> Cc1nn(CC(=O)NCc2ccccc2F)c(C)c1[N+](=O)[O-]
  Shiga toxin inh: 14
  LmPK inhibitor: 1%
  Pf growth 48h: 3%
  HCV inh: -2%
  CHX counter: 1
  TbPYK inhibitor: 3%
  Pf growth 96h: 20%

> O=C(COC(=O)c1ccc(S(=O)(=O)N2CCCC2)cc1)NCc1ccc(Cl)cc1
  Shiga toxin inh: -12
  LmPK inhibitor: 6%
  Pf growth 48h: x
  HCV inh: 24%
  CHX counter: -3
  TbPYK inhibitor: 0%
  Pf growth 96h: -22%

> Clc1ccc2c(c1)C(N1CCNCC1)=Nc1ccccc1O2
  Shiga toxin inh: -12
  LmPK inhibitor: -3%
  Pf growth 48h: u
  HCV inh: u
  CHX counter: -1
  TbPYK inhibitor: 2%&-2%
  Pf growth 96h: u
